GLP1R cytotox – cytotoxic in the GLP-1 receptor inverse agonist counter-screen | HEK293 cAMP-luciferase reporter cells, luminescence, 24 h | Potency, µM (titrated, usually from 38.3 µM), inactives show top-dose activity change, negative = inhibition, hits mostly inhibitors | hit rate 0.13% among 410,000;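 further: loss of luciferase light is scored as toxicity; potency means the concentration at half of the fitted maximal effect; on the % scale 0 is the no-effect control and ±100 the full control effect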
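MLSMR compounds, 24 hr on cells at 37 deg C/5% CO2; luminescence after luciferase reagent (12 min RT). Inhibition counted as the undesired cytotoxic outcome.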
IL2 activator – activates IL-2 in a cell-based reporter assay; IL-2 activation reporter assay, cell-based qHTS; stimulated with anti-CD3/CD4/CD28 beads; in transgenic mouse T cells; activation, % (series mostly up to about 46 µM); hit rate 0.065% among 360,000; AID 652025; in the data active means activation above about 50%; inconclusive means mostly about 30% to 49%; further: 0% is about no effect
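Unstimulated transgenic mouse T cells; 60-min compound exposure; bead-based TCR/CD4/CD28 stimulation; 18 h culture, 37 degrees C; dual fluorescence (EGFP, DsRed) plate cytometry.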
PLK1 PBD inh – blocks phosphopeptide binding to human PLK1 polo-box domain; Plk1 PBD binding of FITC phosphopeptide, fluorescence polarization; Potency, µM, inactives show max response, negative = inhibition, actives largely listed as inhibitors; AID 720504; hit rate 2.8% among 360,000; P53350; further: potency means the concentration at half of the fitted maximal effect; series mostly up to about 57 µM; on the % scale 0 is the no-effect control and ±100 the full control effect; nearly all actives have a fitted effect of over 65% in size
PTHR1 ag – agonists of human PTHR1 parathyroid hormone receptor; Q03431; HEK293 GP2 PTHR1 cells, GloSensor cAMP luminescence, 1 h; Potency, µM (top dose mostly 115 µM), for inactives: at the top dose activation, actives largely listed as activators; hit rate 0.075% among 410,000; further: potency means the concentration at half of the fitted maximal effect; nearly all actives have a fitted effect of over 55% in size; some results filed as inactive show a strong effect at the top dose; inactives centre near -15; many of its hits are not listed in these tables
Target sequence (Q03431 whole entry, looked up): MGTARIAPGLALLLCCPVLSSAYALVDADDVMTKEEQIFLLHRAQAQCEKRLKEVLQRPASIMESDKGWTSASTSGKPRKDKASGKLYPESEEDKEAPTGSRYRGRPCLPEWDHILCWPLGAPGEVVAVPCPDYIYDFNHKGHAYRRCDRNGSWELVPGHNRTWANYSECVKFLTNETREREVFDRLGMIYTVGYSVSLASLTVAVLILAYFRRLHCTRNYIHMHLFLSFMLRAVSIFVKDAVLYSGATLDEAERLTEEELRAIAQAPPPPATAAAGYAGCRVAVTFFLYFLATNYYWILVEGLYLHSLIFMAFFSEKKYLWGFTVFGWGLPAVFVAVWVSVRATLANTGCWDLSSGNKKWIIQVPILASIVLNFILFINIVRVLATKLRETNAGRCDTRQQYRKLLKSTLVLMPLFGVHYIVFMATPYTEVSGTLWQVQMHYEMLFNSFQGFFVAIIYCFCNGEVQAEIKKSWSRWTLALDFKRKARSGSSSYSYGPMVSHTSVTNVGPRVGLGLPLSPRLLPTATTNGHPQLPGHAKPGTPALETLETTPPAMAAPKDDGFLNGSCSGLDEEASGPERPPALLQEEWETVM
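HEK-293-derived GP2 cells expressing PTHR1 and a GloSensor cAMP reporter, 3,000/well, plated overnight, given luciferin plus IBMX (each 0.5 mM as added) for 1 h at 37 °C, then compound for 1 h at 37 °C. Luminescence was read after 15 min at room temperature.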
EPAC1 ag – activates human EPAC1 exchange factor | Potency, µM (series often up to 154 µM), for inactives: top-dose activation, actives largely listed as activators | hit rate 0.073% among 360,000 | O95398 | EPAC1 agonist qHTS, biochemical assay; response scale: 100% = response to 6.5 mM cAMP; further: potency means the concentration at half of the fitted maximal effect; nearly all actives have a fitted effect of over 60% in size
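Fluorescent GDP-exchange assay: 100 nM EPAC1 with 250 nM Rap1B preloaded with BODIPY-GDP and 50 uM GDP; compounds tested as concentration series, 5 min at room temperature, then read every 5 min for 30 min (ex 480/em 540 nm); normalized to 6.5 mM cAMP.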
EPAC1 antag – blocks human EPAC1 exchange factor. Potency, µM (series often up to 115 µM), without a hit: at the highest dose activity change, negative = inhibition, usual class: inhibitors. hit rate 0.14% among 360,000. EPAC1 GEF assay, Rap1b-BODIPY-GDP exchange fluorescence;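 further: potency means the concentration at half of the fitted maximal effect; plate controls were vehicle for no effect and positive control for full effect; nearly all actives have a fitted effect of over 50% in size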
PI5P4K alpha inh – blocks human PI5P4K alpha kinase activity; AID 652105; P48426; max response, %; PI5P4Kalpha enzyme, ADP-Glo luminescence, 60 min; hits give low values; hit rate 1.2% among 330,000; active means max response of -50% or lower; inconclusive means between -30% and -50%; inactive means -30% or higher; further: value at the top dose of about 77 µM; on the % scale 0 is the no-effect control and ±100 the full control effect
Target sequence (P48426 whole entry, looked up): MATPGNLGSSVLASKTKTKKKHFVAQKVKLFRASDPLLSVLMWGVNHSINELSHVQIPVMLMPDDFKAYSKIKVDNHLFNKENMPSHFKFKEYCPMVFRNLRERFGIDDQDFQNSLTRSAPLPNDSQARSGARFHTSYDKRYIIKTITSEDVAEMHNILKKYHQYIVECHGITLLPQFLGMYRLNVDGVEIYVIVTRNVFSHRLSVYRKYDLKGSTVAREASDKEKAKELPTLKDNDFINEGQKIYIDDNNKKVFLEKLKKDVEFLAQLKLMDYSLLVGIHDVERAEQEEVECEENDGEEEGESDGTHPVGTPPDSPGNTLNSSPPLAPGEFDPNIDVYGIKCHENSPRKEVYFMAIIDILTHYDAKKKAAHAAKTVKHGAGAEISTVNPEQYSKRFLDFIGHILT
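ADP-Glo luminescence end-point read after a 60 min room-temperature kinase reaction of PI5P4Kalpha plus substrate, initiated with ATP at 5 microM final. Buffer: 0.038 M HEPES pH 7.4, EGTA, 0.1% CHAPS, 5% DMSO.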
GLP-1R inv ag – acts as inverse agonist at human GLP-1 receptor; HEK293 GLP-1R CRE-luciferase, luminescence, 24 h; GLP-1R form is constitutively active; Potency, µM (top dose mostly 38.3 µM), for inactives: at the highest dose activity change, negative = inhibition, hits mostly inhibitors; hit rate 1.6% among 410,000; AID 624417; further: potency means the concentration at half of the fitted maximal effect; on the % scale 0 is the no-effect control and ±100 the full control effect; nearly all actives have a fitted effect of over 55% in size
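Using stably transfected HEK293 (constitutively active GLP-1R, cAMP-luciferase reporter), compounds were incubated 24 hr and luciferase measured by luminescence.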
GLP1R ag – activates the human GLP-1 receptor; P43220; HEK293 GLP-1R CRE-luciferase, luminescence, 4-6 h; cells express a hypersensitive GLP-1R form; Potency, µM (series often up to 45.6 µM), for the others: at the top dose activation, most hits filed as activators; hit rate 0.007% among 380,000; AID 624172; further: potency means the concentration at half of the fitted maximal effect; % of control where 0% means no effect
* hit, by the source's call; i = inactive; ? = inconclusive; . = not tested or not shown; [ ] = dose if it differs, or a comment. Unless noted, the call rests on the fitted dose curve; in most records, active means well fitted curve in the direction sought with a large enough effect; inconclusive means small, poorly fitted or top-dose-only effect, or another doubt; inactive means no such curve, though single readings can be large; an effect the other way counts as inactive or inconclusive. The list is partial. The share of hits here may be higher or lower than overall.

SMILES | GLP1R cytotox | IL2 activator | PLK1 PBD inh | PTHR1 ag | EPAC1 ag | EPAC1 antag | PI5P4K alpha inh | GLP-1R inv ag | GLP1R ag
Cc1ccc(SCC(=O)NCC(C)C)cc1 | -8% | -1.2 | -7% | -21% | -1% | -1% | 1 | 25% | 0%
Cc1cccc(-c2noc(CCC(=O)NCc3ccco3)n2)c1 | 1% | -2.9 | -8% | -21%[57.5 µM] | 0% | -1% | . | 7% | -10%
O=C1CCCC[C@@H](O)[C@H](O)C[C@H](c2ccccc2)O1 | 2% | 2.8 | -1% | 16% | -12% | -19% | 1 | 15% | -4%
CCOC(=O)C1=CCCN(S(=O)(=O)c2ccc(C)cc2)C1 | 0% | -1.0 | -16% | -37%[inhibitor] | 9% | -22% | 1 | 35%[activator] | 13%
Nc1cccc(CCc2ccncc2)c1 | -13% | -2.7 | -5% | -10% | -8% | -6% | -5 | 1% | 0%
O=C(NC(Cc1ccccc1)C(=O)O)/C(=C/c1ccc([N+](=O)[O-])cc1)NC(=O)c1ccccc1Br (configuration not stated) | -2% | -3.7 | 1% | i | 3% | 1% | 1 | 4% | -3%
CN(CC(=O)Nc1ccc(Cl)cc1)C(=O)c1ccc(NS(=O)(=O)c2ccc3[nH]c(=O)[nH]c3c2)cc1 | 8% | -0.4 | -9% | 28% | 11% | -5% | 0 | 3% | 4%
COc1ccc(N(C(=O)c2snc(C(N)=O)c2N)C(C(=O)NC2CCCCC2)c2ccc(F)cc2)c(OC)c1 (configuration not stated) | 12% | -0.7 | -11% | i | 5% | -9% | 1 | 4% | 6%
O=C(COC(=O)CCSc1ccc(Cl)cc1)NCc1ccc(Cl)cc1 | -1% | -0.9 | -10% | -9% | -7% | -20% | 42 | -8% | 18%
Cc1cc(SCC#N)n2nc(C)c(-c3ccccc3)c2n1 | 0% | 2.9 | -2% | i | 0% | -10% | -1 | 20% | ?
CCCCCC1C(=O)C[C@@H]2CCN3C(=O)CCC[C@H]1[C@H]23 (some centres not stated) | 4% | 0.0 | -4% | i | -8% | -20% | -15 | -8% | -3%
CC(=O)c1ccc(NC(=O)Nc2ncn(Cc3cccc(C)c3)n2)cc1 | -15% | -2.3 | -2% | i | 5% | 13% | . | 37%[activator] | 1%
Cc1ccccc1CSCCNC(=S)Nc1ccccc1 | -15% | -3.5 | -10% | -20% | 9% | -28% | 4 | ? | 15%
COc1cc(-n2ccnc2SC)c(Cl)cc1Cl | 14% | 0.5 | 19µM* | i | -5% | 3% | -4 | -21% | 11%
CC(OCC(O)CN(C)CCOc1ccccc1)c1ccc(Cl)cc1 (configuration not stated) | ? | -1.3 | -6% | -47%[inhibitor][57.5 µM] | 11% | ? | -2 | ? | 1%
COc1cc(OC)c(OC)cc1/C=N/NC(=O)c1cccc(S(=O)(=O)N2CCOCC2)c1 | -10% | -2.1 | 2% | i | 6% | -14% | 0 | -17% | 3%
Cc1ccc2c(CC(=O)NCC(=O)Nc3c(C)cccc3C)coc2c1 | -2% | -0.2 | -14% | i | -89%[inhibitor] | 16% | -17 | -4% | -11%
COc1ccc(C(C)(C)C)cc1NC(=O)c1[nH]c(C)c(C(C)=O)c1C | -3% | -0.6 | 1% | -60%[inhibitor] | 20% | 5% | 0 | ? | 36%
COc1cccc(NC(=O)CSc2nnc(C3CCCCC3)n2N)c1 | -1% | 0.2 | -15% | i | 1% | -8% | -9 | -18% | 1%
CCOC(=O)N1CCN(C(=O)CN(c2ccccc2)S(C)(=O)=O)CC1 | -1% | -0.7 | -26% | i | -2% | -1% | 1 | -6% | 3%
Cc1ccc(N(C)C(=O)Cn2cnc3onc(-c4ccc(F)cc4)c3c2=O)cc1C | 27% | . | . | -13% | . | . | . | 15% | 1%
COC(=O)c1sc(N)c(C(=O)OC)c1CSc1nc2sc3c(c2c(=O)n1C)CCC3 | -11% | 1.8 | -20% | -13%[57.5 µM] | 0% | -12% | -6 | 11% | 4%
CC(CNC(=O)c1cncc(O)c1)NC(=O)c1cncc(O)c1 (configuration not stated) | -1% | 1.2 | -6% | -5%[57.5 µM] | -7% | 1% | 1 | -3% | 13%
CCCSc1nc(C)cc(C)c1S(C)(=O)=O | -3% | -1.9 | -1% | i | 0% | 9% | -1 | 4% | -1%
CC(=O)Nc1ccc(S(=O)(=O)NCCC(=O)NNC(=O)c2ccncc2)cc1 | -7% | 0.8 | -3% | i | -1% | 4% | -12 | 26% | 7%
CC(=O)NC1=C(C#N)C(c2ccccc2)c2c(ccc3ccccc23)O1 (configuration not stated) | -15% | -1.4 | -23% | i | 15% | -12% | 6 | ? | 5%
O=S1(=O)N[C@H](Cc2ccccc2)COc2cc(N3CCC[C@H]3CO)ccc21 | 4% | -0.9 | -13% | -32%[inhibitor] | 4% | -8% | -5 | 0% | 19%
O=C(NCCC1=CCCCC1)C1CCN(S(=O)(=O)c2ccccc2C(F)(F)F)CC1 | 0% | 0.9 | 1% | -13% | -19% | 11% | 10 | -9% | 4%
O=C(CSc1ncnc2sc3c(c12)CCCC3)N1CCC(c2noc3ccc(F)cc23)CC1 | -10% | 5.2 | 4% | -2% | 7% | 0% | . | 0% | 3%
CC(C(=O)NC(C)(C)C)N1C(=O)c2cccc3cccc(c23)C1=O (configuration not stated) | 17% | -3.3 | -18% | -11% | 5% | 1% | 0 | -17% | 9%

9 entries from above, sorted by number of heavy atoms, rising:
SMILES | GLP1R cytotox | IL2 activator | PLK1 PBD inh | PTHR1 ag | EPAC1 ag | EPAC1 antag | PI5P4K alpha inh | GLP-1R inv ag | GLP1R ag
Nc1cccc(CCc2ccncc2)c1 | -13% | -2.7 | -5% | -10% | -8% | -6% | -5 | 1% | 0%
Cc1ccc(SCC(=O)NCC(C)C)cc1 | -8% | -1.2 | -7% | -21% | -1% | -1% | 1 | 25% | 0%
O=C1CCCC[C@@H](O)[C@H](O)C[C@H](c2ccccc2)O1 | 2% | 2.8 | -1% | 16% | -12% | -19% | 1 | 15% | -4%
Cc1ccccc1CSCCNC(=S)Nc1ccccc1 | -15% | -3.5 | -10% | -20% | 9% | -28% | 4 | ? | 15%
CC(C(=O)NC(C)(C)C)N1C(=O)c2cccc3cccc(c23)C1=O (configuration not stated) | 17% | -3.3 | -18% | -11% | 5% | 1% | 0 | -17% | 9%
COc1ccc(C(C)(C)C)cc1NC(=O)c1[nH]c(C)c(C(C)=O)c1C | -3% | -0.6 | 1% | -60%[inhibitor] | 20% | 5% | 0 | ? | 36%
Cc1ccc2c(CC(=O)NCC(=O)Nc3c(C)cccc3C)coc2c1 | -2% | -0.2 | -14% | i | -89%[inhibitor] | 16% | -17 | -4% | -11%
COc1cc(OC)c(OC)cc1/C=N/NC(=O)c1cccc(S(=O)(=O)N2CCOCC2)c1 | -10% | -2.1 | 2% | i | 6% | -14% | 0 | -17% | 3%
O=C(CSc1ncnc2sc3c(c12)CCCC3)N1CCC(c2noc3ccc(F)cc23)CC1 | -10% | 5.2 | 4% | -2% | 7% | 0% | . | 0% | 3%

(more compounds)
SMILES | GLP1R cytotox | IL2 activator | PLK1 PBD inh | PTHR1 ag | EPAC1 ag | EPAC1 antag | PI5P4K alpha inh | GLP-1R inv ag | GLP1R ag
O=C(NCc1ccco1)c1cccc2c(-c3ccc(F)c(F)c3)coc12 | 3% | -0.5 | -5% | -39%[inhibitor] | 4% | -23% | 4 | -23% | ?
CC1=C(C(=O)N(C)C)CC(CC(=O)NCCN2CCOCC2)C(=O)N1Cc1ccc(F)cc1 (configuration not stated) | 1% | 3.0 | -10% | -6% | -19% | 4% | -1 | 4% | -1%
Cc1cccc(CCN(CC(=O)NCc2ccc(F)cc2)C(=O)c2csnn2)c1 | -18% | 0.2 | -11% | -45%[inhibitor] | -5% | -29% | 5 | ? | 12%
O=C(CN(Cc1ccco1)C(=O)Cn1nnc(-c2cccs2)n1)NCC1CCCO1 (configuration not stated) | 5% | -1.2 | -1% | -23% | -12% | -9% | -8 | 7% | -7%
O=C(NC1CCN(Cc2ccccc2)CC1)c1c(F)cccc1F | 17% | -0.1 | -9% | -16% | 6% | 1% | 2 | 0% | -11%
CCOCC(=O)Nc1cccc(OC)c1 | -1% | -3.1 | -9% | -25% | 2% | -11% | -2 | 1% | 3%
Cc1ccc(C(=O)CCC(=O)Nc2cc(C)ccn2)cc1 | -1% | 1.1 | -3% | -15% | 0% | 2% | -10 | -20% | 10%
CC(Oc1ccc2c3c(c(=O)oc2c1)CCCC3)C(=O)NCc1ccccn1 (configuration not stated) | -6% | -2.2 | -8% | i | 16% | 3% | 1 | 61%[activator] | 24%
C[C@@H]1CN([C@H](C)CO)C(=O)CCCn2nncc2CO[C@H]1CN(C)C(=O)Nc1cccc(Oc2ccccn2)c1 | 8% | -0.5 | -22% | -13% | 12% | -7% | 7 | -5% | 9%
CC(=O)N1CCN=C1SCc1cccc(C)c1 | 5% | 0.5 | 0% | i | 3% | -16% | -2 | 4% | 7%
CN(C)c1cc(=O)n2c(n1)SCCC2 | -15% | 0.2 | -16% | -2%[57.5 µM] | 3% | 1% | -6 | 3% | -1%
CC1C(=O)N2CCCc3cc(NC(=O)CC(C)(C)C)cc1c32 (configuration not stated) | -8% | 1.4 | 3% | i | 3% | -19% | 0 | 17% | -8%
N#Cc1ccsc1NC(=O)CSc1ncn[nH]1 | -8% | -2.3 | -4% | i | 0% | 13% | . | 0% | 8%
COc1cc(OC)cc(C(=O)NCC(=O)NCCN2C(=O)S/C(=C\c3ccccc3Cl)C2=O)c1 | 5% | -0.7 | -10% | -25% | 3% | -8% | -3 | -25% | 3%
CC(=O)Oc1ccc(Cn2c(C)c(C(=O)NCc3ccc(C#N)cc3)sc2=O)cc1 | 6% | 3.4 | -3% | i | 4% | -2% | 2 | 14% | 3%
